PvdQ acylase = P. aeruginosa PvdQ acylase inhibition; purified PvdQ acylase, fluorescence plate reader; inhibition, % at 10 µM; hit rate 0.063% among 340,000; AID 488965; in the data active = inhibition above about 30%, passing the limit was not always enough;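 also: 0% = vehicle neutral wells and 100% = reference inhibitor wells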
dFosB act = mouse delta FosB homodimer activation; P13346; AID 493131; purified delta FosB, TAMRA-CDK5 oligo fluorescence polarization; percent of positive-control signal above neutral wells; activation, % at 25 µM; hit rate 0.99% among 340,000;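 active = mean activation above about 17%, with every replicate also reaching it, limit read from the data, passing the limit was not always enough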;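 also: fluorescence polarization rise as delta FosB binds a TAMRA Cdk5 AP-1 oligo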
Rtt109 Vps75 = C. albicans Rtt109 histone acetyltransferase inhibition. Q5AAJ8. purified Rtt109/Vps75, ThioGlo CoA-SH fluorescence, 4 h. inhibition, % at 34.9 µM. hit rate 0.16% among 330,000;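 active = inhibition of at least 50% in every replicate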
Target sequence (Q5AAJ8 whole entry, looked up): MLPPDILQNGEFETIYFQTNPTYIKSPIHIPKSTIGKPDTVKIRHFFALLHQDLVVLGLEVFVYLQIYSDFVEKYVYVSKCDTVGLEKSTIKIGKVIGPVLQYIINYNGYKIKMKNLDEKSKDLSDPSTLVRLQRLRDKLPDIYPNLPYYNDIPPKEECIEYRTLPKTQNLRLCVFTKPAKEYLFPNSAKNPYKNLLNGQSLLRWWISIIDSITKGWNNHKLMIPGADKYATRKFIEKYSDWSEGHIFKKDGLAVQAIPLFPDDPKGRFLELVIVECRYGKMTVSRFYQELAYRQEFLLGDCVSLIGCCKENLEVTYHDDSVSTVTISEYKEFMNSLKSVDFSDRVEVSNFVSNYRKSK
CAL PDZ FP-1 = inhibitors of human CAL PDZ peptide binding; Q9HD26; purified CAL PDZ, TMR-peptide fluorescence polarization, 1 h; inhibition, % at 24.9 µM; hit rate 0.92% among 300,000; AID 602252;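 active = mean inhibition of at least 30% with at least half of replicates also reaching 30%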;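 also: 0% = DMSO neutral control and 100% = excess unlabeled competitor peptide PRC23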
MITF act = MITF TRPM1 promoter activation in melanoma cells | SK-MEL-5 TRPM1-promoter luciferase, 24 h; % of positive control, neutral wells = 0 | activation, % at 12.5 µM | hit rate 0.75% among 300,000 | AID 588334;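 active = mean activation of at least 80% with every replicate also reaching 80%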;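 also: 0% = neutral control wells and 100% = parthenolide positive control wells; values of inactives mirror those of a sister screen read the other way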
NSD2 inh = inhibitors of human histone methyltransferase NSD2; NSD2 peptide methylation, AlphaScreen, 120 min; inhibition, % at 12.5 µM; hit rate 0.54% among 310,000; AID 743445; in the data active = inhibition above about 50%
SR-BI DiI-HDL act = enhances SR-BI lipid uptake from DiI-HDL; hit rate 0.096% among 320,000; CHO ldlA[mSR-BI] cells, DiI-HDL uptake fluorescence, 3 h; 100 = double the neutral-control signal; activation, % at 12.5 µM;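 active = mean replicate activation of at least 60% and every replicate at or above 60%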;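 also: 0% = median plate neutral-control signal and 100% = twice that signal; values of inactives mirror those of a sister screen read the other way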
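material = CHO ldlA[mSR-BI] cells | medium = Ham's F12 with 0.5% BSA, HEPES 25 mM, pH 7.4 | reagent = fluorescent DiI-HDL, 10 µg/mL final | compound dosing = single-point compound dose | incubation = 3 h, 37 °C | measured by = bottom-read fluorescence, 550/595 nm | measure = HDL uptake via cellular fluorescence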
PfHsp90 set2 = inhibits growth of yeast expressing Plasmodium falciparum Hsp90; hit rate 0.32% among 310,000; AID 504621; inhibition, % at 9.4 µM; S. cerevisiae expressing PfHsp90, BacTiter-Glo ATP, 48 h; yeast lacking PDR1 and PDR3 efflux regulators;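 active = every replicate shows inhibition above about 80%, whatever the replicate mean, limit read from the data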;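 also: 0% = DMSO neutral controls and 100% = 20 µM radicicol positive controls; yeast relying on Plasmodium falciparum Hsp90 in place of its own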
SR-BI HDL uptake = inhibitors of mouse SR-BI mediated HDL lipid uptake; inhibition, % at 12.5 µM; ldlA[mSR-BI] CHO cells, DiI-HDL uptake fluorescence, 3 h; AID 488896; hit rate 0.96% among 320,000;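 active = mean replicate inhibition of at least 70% and a set share of replicates each scoring 70 or more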;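 also: 0% = median of neutral control wells and 100% = median of positive control wells; values of inactives mirror those of a sister screen read the other way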
Target sequence (Q61009 whole entry, looked up): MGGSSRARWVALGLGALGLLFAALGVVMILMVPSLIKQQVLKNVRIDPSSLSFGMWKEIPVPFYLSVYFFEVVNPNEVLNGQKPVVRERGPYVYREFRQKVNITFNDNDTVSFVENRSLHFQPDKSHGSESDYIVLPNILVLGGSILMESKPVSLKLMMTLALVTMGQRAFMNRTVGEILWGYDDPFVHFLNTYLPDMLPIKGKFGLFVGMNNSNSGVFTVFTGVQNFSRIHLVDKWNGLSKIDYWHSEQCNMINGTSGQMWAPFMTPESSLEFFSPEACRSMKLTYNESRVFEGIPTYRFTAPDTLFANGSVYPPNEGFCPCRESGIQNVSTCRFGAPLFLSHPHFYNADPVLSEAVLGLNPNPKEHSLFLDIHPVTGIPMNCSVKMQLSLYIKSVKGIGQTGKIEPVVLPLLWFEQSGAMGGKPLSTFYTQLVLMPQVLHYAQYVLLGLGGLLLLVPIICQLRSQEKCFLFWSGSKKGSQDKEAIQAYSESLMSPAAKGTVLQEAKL
CAL PDZ FP-2 = inhibitors of human CAL PDZ peptide binding; hit rate 0.02% among 330,000; inhibition, % at 20 µM; AID 504414; purified CAL PDZ, TMR-peptide fluorescence polarization, 1 h;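 active = highest replicate inhibition of at least 40%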;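 also: plate controls were DMSO neutral control wells for no effect and unlabeled competitor peptide control wells for full effect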
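Material: tagged CAL PDZ domain; buffer or medium: 25 mM sodium phosphate pH 7.4, 150 mM NaCl, TCEP, IgG, Thesit; compound dosing: single point, 20 µM; schedule: 1 h incubation at room temperature before polarization reading; measured by: FP readout, S and P plane fluorescence; read-out basis: percent inhibition from loss of millipolarization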
* = called active by the depositor; x = not tested or not shown.

SR-BI HDL uptake	PfHsp90 set2	Rtt109 Vps75	NSD2 inh	CAL PDZ FP-1	dFosB act	MITF act	SR-BI DiI-HDL act	CAL PDZ FP-2	PvdQ acylase	structure
2	3	-3	1	-2	6	-6	-2	-0.5	-13	CCOc1ccccc1NC(=O)CN1C(=O)CSC(C)C1=O (configuration not stated)
-2	16	27	2	2	0	-39	2	-2.1	-7	CC(C)(C)c1ccc(OCCCNCc2ccccc2)cc1
-26	6	x	3	98*	-1	-1	26	-0.7	-7	C=CCOc1ccc(Br)cc1CNCCO
-31	x	1	-1	0	-5	0	31	-2.6	4	Cc1c(C(=O)O)sc(S(=O)(=O)N2CCN(C(=O)CCc3ccccc3)CC2)c1C(=O)O
19	24	-1	2	-2	-1	-6	-19	-1.5	1	CCNc1nc(NCC)n2c(SC(C(=O)Nc3cc(C)ccc3C)c3ccccc3)nnc2n1 (configuration not stated)
x	-42	6	-3	-4	-4	-16	x	-0.4	2	Cc1cc(C)nc(SC2CCCCC2NS(=O)(=O)c2ccc(Cl)cc2)n1 (configuration not stated)
3	-21	-2	-1	0	-7	29	-3	-2.6	-15	COc1ccc(CC(=O)Nc2ccc3c(c2)CCC3)cc1
x	-22	-9	-1	x	-3	4	x	-0.6	-9	COCCCNC(=O)C1CC(=O)N(CCc2ccc(F)cc2)C1 (configuration not stated)
0	16	-2	25	-1	4	-7	0	0.8	2	COC(=O)c1c(C(=O)OC)c2cccc3cc(-c4ccccc4)c4ccc1c4n32
-23	-7	0	-4	-2	-7	11	23	-1.4	-7	O=C(N=C1SC2CS(=O)(=O)CC2N1c1ccc(F)c(Cl)c1)C1CCCO1 (configuration not stated)
-19	18	-5	-2	-8	1	-12	19	-1.6	-11	Cc1ccc(C)c(-c2nnc(NC(=O)Cc3ccc(F)cc3)o2)c1
x	-9	-2	6	x	2	7	x	-0.8	-10	COc1ccc2c(c1)c(C(C)=O)c(C)n2C
-12	-11	2	-1	1	-4	-1	12	-1.3	5	CC(Sc1cccc[n+]1[O-])C(=O)Nc1cccc(S(=O)(=O)N2CCOCC2)c1 (configuration not stated)
-2	4	2	x	0	-8	-5	2	-0.5	-24	Cc1csc2nc(CNS(=O)(=O)c3ccc4c(c3)CCCC4)cn12
-16	x	23	1	x	2	14	16	-0.3	2	COc1ccc(C(O)c2nccn2Cc2ccccc2)cc1 (configuration not stated)
0	-9	-2	-8	-8	-8	-6	0	-0.2	-3	COc1ccc(OC)c(-c2nc3ccccc3nc2-c2ccccc2)c1
5	-2	2	-1	0	-2	9	-5	-2.4	-3	Cc1nc(CCNC(=O)C2CCC(=O)N(Cc3ccc(Cl)cc3)C2)sc1C (configuration not stated)
-12	x	8	-8	x	8	x	12	-0.5	-16	CC1CCCCN1Cc1ccc(N)cc1 (configuration not stated)
-8	17	9	3	2	-33	-7	8	-1.1	7	CCCCC1OC2(C)OC(=N)C1(C#N)C(C#N)(C#N)C2c1ccccc1 (configuration not stated)
-14	-39	-2	-4	-10	-10	x	14	-3.4	-23	CCCCc1ccc(NC(=O)COCC)cc1
-12	-5	-8	4	-3	0	-1	12	0.0	-3	O=C(O)c1ccc(NS(=O)(=O)/C=C/c2ccccc2)cc1O
16	14	0	4	1	-4	12	-16	-1.5	-18	CCCCN(C)CCCNC(=O)CN1C(=O)COc2ccc(S(=O)(=O)N3CCOCC3)cc21
42	12	-1	-4	x	14	66	-42	0.0	-7	Cc1ccccc1-c1nc2cc(NC(=O)C3CC3)ccc2o1
3	23	10	2	-2	-6	7	x	-1.1	0	CC(C)CN(C(=O)CCC(=O)OCC(=O)c1ccc(F)c(F)c1)c1c(N)n(CC(C)C)c(=O)[nH]c1=O
-6	8	-6	0	-5	-4	x	6	0.9	-12	COC(=O)c1ccc(CNC(=O)COC(=O)CCC(=O)c2ccc(F)cc2)cc1
20	-9	13	3	-3	-16	-9	-20	-3.9	-15	O=C1/C(=C/c2ccccc2Cl)SC(=S)N1CCCC(=O)N(CCO)c1ccccc1
66	6	-4	-1	-3	-5	x	-66	0.1	-6	CC(=O)N1CCN(C(=O)c2ccc(Cl)c(S(=O)(=O)N3CCc4ccccc43)c2)CC1
17	23	-3	-3	3	-7	2	-17	-1.6	1	CN(O)/C=C/C(=O)c1ccc(Br)cc1
-8	-14	x	-1	7	-10	-10	8	-0.7	12	NC(=O)NC(=O)CSc1nnc(-c2ccc(Cl)cc2)n1CC1CCCO1 (configuration not stated)
-25	23	0	-5	-1	-1	46	25	-1.4	-9	CCc1ccc(NC(=O)CCC(=O)Nc2nnc(C(F)(F)F)s2)cc1
x	20	2	-3	-3	1	14	x	-2.9	-6	O=C(NC1CC2CCCC(C1)N2C(=O)Nc1ccccc1F)C1CC1 (configuration not stated)
-17	0	-4	-2	0	-2	59	17	-3.3	-17	CC(C)(C)c1ccc(O)c(/C=N\O)c1
10	-14	-4	-2	-4	-2	-4	-10	0.7	-1	COc1ccc(CCC(C)Nc2ccccc2F)cc1 (configuration not stated)
-7	-13	-1	-1	-6	-13	-16	7	-1.6	-16	COc1ccccc1C(=O)N/N=C(\C)CC(=O)Nc1ccc2c(c1)OCCO2
-9	x	x	-1	-2	0	x	9	-2.3	-15	CC(C)C(=O)Nc1ccc(C(=O)N2CCCCCC2)cc1
22	-2	5	-2	x	-9	5	-22	-0.7	-7	COc1ccc(N(CN2C(=O)c3ccccc3C2=O)C(=O)COc2ccc(Cl)cc2Cl)cc1
0	5	-3	-6	4	-8	41	0	-0.4	14	Nc1nc(N)nc(-c2cccc(Br)c2)n1
66	-7	21	0	-1	1	97*	-66	-1.3	-7	Cc1nn(-c2ccc(N3CCCCC3)nn2)c(C)c1CCC(=O)Nc1cccc(F)c1
12	3	2	x	-3	-1	-1	-12	-0.1	-4	O=C(Nc1ccccc1)C1=C[C@@H](C2CCCCC2)C[C@@H](OCc2ccc(CO)cc2)O1
12	-12	-4	0	3	6	14	-12	0.4	-6	CC(C)(C)c1ccc(C(=O)Nc2nonc2-c2nc3ccccc3[nH]2)cc1
30	14	9	-2	9	-22	37	-30	-3.6	-2	COc1ccc(/C=C/C(=O)Nc2cccc(C(C)=O)c2)cc1
2	7	1	37	x	4	88*	-2	-1.0	4	Cn1ccnc1SCC(=O)c1ccc2ccccc2c1
-2	-13	-4	2	-2	-6	-6	2	-0.9	17	O=[N+]([O-])c1cc(S(=O)(=O)Nc2ccccc2)ccc1N1CCN(c2ccccc2)CC1
-8	-11	0	-2	-2	-1	4	8	-3.6	-9	O=C(CNS(=O)(=O)c1cccc2nsnc12)NCCc1ccccc1
9	-13	4	x	1	-14	1	-9	-0.2	-5	CCCCCn1c(CNC(=O)CCC)nc2ccccc21
90*	-16	2	13	-4	-19	-22	-90	-1.1	0	O=C(/C=C/c1ccc(O)cc1)c1ccc(NC2=C(N3CCCCC3)C(=O)c3ccccc3C2=O)cc1
17	4	-5	2	x	-9	-2	-17	0.7	-4	N#CC1(NC(=O)COc2cc(F)ccc2[N+](=O)[O-])CCCCC1
x	-7	3	x	3	-16	29	x	-3.5	-8	O=c1n(Cc2ccccc2Cl)c2sc3c(c2c2ncnn12)CCCC3
11	5	-34	12	-6	-8	-12	-11	-3.1	-13	CC1CCN(C(=O)CSc2nnc3c(n2)[nH]c2ccccc23)CC1
1	6	-3	2	1	-3	12	-1	-1.1	-4	COc1cc(/C=N/NC(=O)NC23CC4CC(CC(C4)C2)C3)ccc1O
5	-24	-2	-7	-5	4	42	-5	-0.6	-3	Cc1c(Cl)cccc1NC(=O)c1cc(-c2ccco2)on1
2	9	-1	7	x	-8	x	-2	0.5	0	Cc1cc(C(=O)OCC(=O)N(C)C2CCS(=O)(=O)C2)c(C)n1-c1ccccc1 (configuration not stated)
-38	10	-5	-1	-3	-4	-9	38	0.1	-7	COc1ccc(-c2nnc(SCC(=O)N3CCCc4ccccc43)o2)cc1OC
-6	-7	-13	x	8	0	x	6	-0.8	-12	Cc1cn(C)c(=O)n(C)c1=O
9	6	5	-4	7	-15	8	-9	-0.3	3	O=C1CC(Nc2ccccc2)C(=O)N1c1ccc(N2CCOCC2)cc1 (configuration not stated)
7	-9	-1	-3	8	-2	-1	-7	-1.6	-4	COc1ccc(-c2nc(C(F)(F)F)c(OC)o2)cc1OC
-4	-12	x	1	-5	-2	25	4	-4.3	2	Cc1ccc(C(=O)Nc2nc(COc3ccccc3)cs2)s1
42	-21	0	0	-1	-7	62	-42	-1.7	-1	Cc1ccc(NC(=O)c2cc3ccccc3o2)cc1S(=O)(=O)N(C)C
4	-25	-1	0	-5	-9	-9	-4	-2.2	3	CCOc1cc(S(=O)(=O)n2c(C)nc3ccccc32)ccc1F

Molecules listed so far that contain a COOH group, in the order listed:
SR-BI HDL uptake	PfHsp90 set2	Rtt109 Vps75	NSD2 inh	CAL PDZ FP-1	dFosB act	MITF act	SR-BI DiI-HDL act	CAL PDZ FP-2	PvdQ acylase	structure
-31	x	1	-1	0	-5	0	31	-2.6	4	Cc1c(C(=O)O)sc(S(=O)(=O)N2CCN(C(=O)CCc3ccccc3)CC2)c1C(=O)O
-12	-5	-8	4	-3	0	-1	12	0.0	-3	O=C(O)c1ccc(NS(=O)(=O)/C=C/c2ccccc2)cc1O

Bioassay records as filed in PubChem.
